KOR beta-arrestin-1 – KOR antagonists, beta-arrestin recruitment, cell-based, luminescence, uHTS (AID 1778); KOR beta-arrestin recruitment, luminescence, antagonist mode; higher % means a stronger effect; inhibition, % at 10 µM; hits with a dose series show IC50 in µM; 0.091% of 290,000 active; note: strong numbers were not always called active
NOD1 NF-kB reporter – inhibition of NOD1-driven NF-kB reporter – cell-based, luminescence, uHTS, primary screen (AID 1578). NOD1-driven NF-kB luciferase reporter cells, luminescence; higher % means a stronger effect. inhibition, % at 4 µM, or EC50 in µM where a hit was titrated. 1% of 290,000 active; in the data active = inhibition mostly above about 36%, no sharp cut-off; inactive = mostly below about 34%;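 note: HEK-293T reporter cells stimulated with the NOD1 agonist gamma-tri-DAP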
HIV peptide binding – inhibitors of HIV fusion peptide binding, primary screen, biochemical, uHTS, fluorescence dequenching (AID 1986). one-dose inhibition, % at 20 µM; IC50 in µM for titrated hits. cell-free peptide binding, fluorescence dequenching, 30 min; higher % means a stronger effect. 0.3% of 290,000 active; in the data active = inhibition mostly above about 52%, no sharp cut-off; inactive = mostly below about 76%; note: some results filed as inactive read as strong as hits
KOR beta-arrestin-2 – kappa opioid receptor activators – cell-based, luminescence, uHTS, primary screen (AID 1777). 0.02% of 280,000 active. one-dose activation, % at 10 µM; EC50 in µM for titrated hits. KOR beta-arrestin recruitment, luminescence; higher % means a stronger effect; in the data active = activation above about 50%, passing the limit was not always enough; note: a part of the inactive calls stands beside numbers as strong as those of hits
GPR35 antagonists – GPR35 antagonists blocking zaprinast-driven arrestin recruitment, primary screen, imaging, U2OS, beta-arrestin-GFP, zaprinast agonist (AID 2058); inhibition, % at 10 µM, or IC50 in µM where a hit was titrated; 0.052% of 290,000 active; U2OS GPR35 beta-arrestin-GFP translocation imaging, zaprinast antagonism; higher % means a stronger effect;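 active = inhibition of at least 50% with at least 30 cells and total cytoplasm GFP at most 10,000,000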
HEK293 NOD2/NF-kB – NOD2 signaling inhibitors, cell-based, luminescence, uHTS, HEK293 (AID 1566) | inhibition, % at 4 µM; hits with a dose series show EC50 in µM | 0.63% of 290,000 active | HEK293 NOD2/NF-kB luciferase reporter, luminescence; higher % means a stronger effect; note: many of its hits are not listed in these tables
GPR55 activation – selective activators of receptor GPR55 – imaging, U2OS cells, beta-arrestin-GFP redistribution, primary screen (AID 1961). 0.048% of 290,000 active. activation, % at 10 µM; hits with a dose series show EC50 in µM. U2OS GPR55 beta-arrestin-GFP redistribution imaging; higher % means a stronger effect;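 active = activation above 40% with more than 50 cells counted in the well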;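 note: U2OS osteosarcoma cells stably expressing GPR55 and beta-arrestin-GFP; plate controls were DMSO negative control for no effect and LPI positive control for full effect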
GPR55 antagonists – inhibition of LPI-stimulated GPR55 beta-arrestin translocation – imaging, U2OS, beta-arrestin-GFP, LPI agonist, primary screen (AID 2013). U2OS GPR55 beta-arrestin-GFP translocation imaging, LPI antagonism; higher % means a stronger effect. one-dose inhibition, % at 10 µM; IC50 in µM for titrated hits. 0.13% of 290,000 active;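 active = spots per cell inhibited over 60%, with over 100 cells counted and total cytoplasm intensity under 500,000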;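 note: U2OS cells stably carrying GPR55 and arrestin-GFP stimulated by 5 µM LPI near EC80; imaged beta-arrestin-GFP aggregate spots per cell after agonist stimulation; plate controls were LPI-stimulated DMSO wells for no effect and DMSO wells without LPI for full effect; some results filed as inactive read as strong as hits; confirmed hits need IC50 under 10 µM and bright autofluorescent wells are also inconclusive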
Myeloid diff MLP – promotes myeloid progenitor differentiation; ER-HoxA9 myeloid progenitors, lysozyme-GFP differentiation, flow cytometry; calls only at 10 µM; 1% of 360,000 active; AID 624256;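 active = normalized GFP-positive differentiation at or above the plate's own cutoff, the solvent-only control mean plus 3 SD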;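 note: cells exposed to compound for four days before flow analysis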
Myeloid diff MLP GFP+ MAC1+ % – also measured in Myeloid diff MLP; calls as there; GFP+ MAC1+ double positive, %; measured here: differentiation confirmed by MAC1 staining
* = called active by the depositor; i = inactive; . = no result given; + = active, no number; [ ] = remark or other dose. Cut-off read from the data, not from the text of the source, unless noted: active = inhibition above about 50%; inactive = the rest.

SMILES	KOR beta-arrestin-1	NOD1 NF-kB reporter	HIV peptide binding	KOR beta-arrestin-2	GPR35 antagonists	HEK293 NOD2/NF-kB	GPR55 activation	GPR55 antagonists	Myeloid diff MLP	Myeloid diff MLP GFP+ MAC1+ %
Cc1cc(C)c(NC(=O)c2ccccc2N(C)S(C)(=O)=O)c(C)c1	3%	2%	-2.2%	-0.2%	-3%	-2%	-0.1%	-2%	i	11
O=C(CSc1nc2ccccc2c(=O)[nH]1)N1CCN(S(=O)(=O)c2ccccc2)CC1	23%	0%	1.2%	-1.8%	-24%	17%	-0.1%	3%	i	7.9
CCOC(=O)C1(CCOc2ccccc2)CCN(Cc2nccn2CC)CC1	-13%	-10%	-1.4%	-6.8%	12%	-9%	0.4%	5%	i	0.1
CCOC(=O)COc1c(OC)cc(Cl)cc1C1Nc2ccccc2C(=O)N1c1ccc(F)cc1 (centres undefined)	13%	20%	-0.2%	0.1%	6%	-14%	0.0%	5%	i	0.6
O=C(Nc1cccnc1Cl)c1noc2c1CCc1ccccc1-2	-13%	-36%	1.3%	-2.1%	-10%	-19%	0.4%	5%	i	0.9
CCOC(=O)C1CCCN(c2c(NCCCN(CC)c3cccc(C)c3)c(=O)c2=O)C1 (centres undefined)	16%	-8%	-0.1%	-2.5%	3%	12%	-0.2%	8%	i	0.5
CC1SC(c2ccc(Cl)cc2Cl)NC1=O (centres undefined)	14%	1%	3.5%	-3.9%	6%	6%	0.5%	9%	i	0.5
CCOC(=O)C1(CC2CC2)CCN(S(=O)(=O)/C=C/c2ccccc2)CC1	-38%	-22%	0.6%	1.3%	6%	-2%	0.2%	-2%	i	0.4
CN1C(=O)N(C)C2(CC1(C)C)CC(C)(C)N(C)C(=O)N2C	-11%	5%	-0.2%	5.5%	-5%	22%	-1.0%	-4%	i	1.1
Cc1noc(NC(=O)c2cccc(Cl)c2Cl)c1C#N	-30%[20 µM]	-4%	2.3%	1.3%	13%	-11%	-0.1%	-7%	i	0.2
C/C(=N\NC(=O)CNc1cccc(Cl)c1C)C1CC1	16%[20 µM]	-28%	-1.8%	-5.7%	6%	1%	-0.1%	8%	i	0.7
COc1ccc(-c2noc(CCCC(=O)NC3CCCCC3)n2)cc1	9%	3%	-0.8%	-1.2%	10%	33%	-0.3%	2%	.	.
Cc1ccc2nc(SCC(=O)Nc3cc(C)on3)c(C)cc2c1	-13%	-12%	-1.3%	-1.0%	-4%	-4%	-0.3%	4%	i	0.6
CCCC(=O)NC(c1ccc(N(C)C)cc1)c1c(O)ccc2ccccc12 (centres undefined)	1%	-13%	-4.1%	-2.6%	10%	5%	-0.2%	8%	i	0.5
CC1CCN(C(=O)c2[nH]cnc2C(=O)N[C@@H](C)C(=O)OC(C)(C)C)CC1	14%	4%	-1.0%	-2.0%	-5%	-2%	-0.1%	3%	i	0.3
CCCSC1=N/C(=C\C=C\c2ccco2)C(=O)S1	5%	-6%	-3.6%	-1.0%	11%	9%	-0.3%	9%	i	0.7
COc1ccc(/C=N/NC(=O)c2cccc(OC(F)(F)C(F)F)c2)cc1O	-5%	-4%	-1.6%	-0.8%	-9%	11%	-0.3%	3%	i	0.9
CN1C(=O)/C(=C/C=C2\SCCN2C)OC1=S	30%[20 µM]	-46%	136%	-6.3%	2%	-52%	0.2%	5%	i	0.5
CCCn1c2ccccc2c2nnc(SCCN3CCOCC3)nc21	-1%	-10%	-1.1%	-0.8%	5%	20%	0.3%	-11%	i	0.8
CCCCCCOc1ccc(N2C(=O)CC(SC(=NCC)NCC)C2=O)cc1 (centres undefined)	-2%	-22%	-0.2%	-1.0%	-3%	1%	-0.2%	13%	i	0.8
Cc1ccc(C2CCN(C(=S)NC(C)(C)C)C2)cc1 (centres undefined)	5%	-29%	1.4%	5.9%	-2%	-5%	-0.4%	-5%	i	0.4
Cc1ccc(C(=O)NCC(=O)O)cc1S(=O)(=O)N1CCCCC1	-10%	-11%	25%	3.8%	6%	0%	-0.2%	-1%	i	0.6
COc1ccc(OC)c(NC(=O)c2ccc(NC3=NC4CS(=O)(=O)CC4S3)cc2)c1 (centres undefined)	27%[20 µM]	7%	-1.6%	-4.9%	-19%	2%	-0.1%	-3%	i	1.8
CNCc1c(OCc2ccc(F)cc2)ccc2ccccc12	21%[20 µM]	-20%	0.9%	-7.7%	-4%	23%	-0.1%	0%	i	0.5
Cc1ccc(C(=O)N2CCCCC2)cc1S(=O)(=O)N1CCOCC1	-2%	-23%	-0.6%	0.2%	7%	9%	-0.1%	-5%	i	0.6
COc1ccc(N2CCN(CCC(=O)c3ccc4ccccc4c3)CC2)cc1	4%	-4%	0.5%	-1.8%	1%	-3%	0.0%	5%	i	1.2
O=C(O)CCSc1nc2ccccc2c(=O)[nH]1	-14%	-30%	1.9%	-5.0%	-2%	-3%	-0.4%	-1%	i	0.9
Cc1ccc(NC(=O)N2CCCC2C(=O)Nc2ccc(-n3cnnn3)c(C)c2)cc1 (centres undefined)	4%	-5%	-0.9%	-7.6%	0%	8%	-0.3%	9%	i	1.5
CCOc1ccc(N(CC(=O)N2CCCCCC2)S(C)(=O)=O)cc1	7%	-25%	0.4%	-4.7%	1%	8%	-0.1%	9%	i	0.2
N#Cc1ccc(CSc2nnc(-c3cccnc3)o2)cc1	-5%	-40%	-1.0%	-1.4%	22%	-4%	-0.2%	7%	i	0.7
Cc1ccc(NC(=O)CCC(=O)NNC(=O)NC23CC4CC(CC(C4)C2)C3)cc1C	5%	-31%	0.6%	1.3%	3%	1%	-0.1%	7%	i	0.7
CCOc1cc(CNCc2ccccn2)ccc1OCC(=O)NC(C)(C)C	19%	-23%	0.6%	0.9%	16%	22%	-0.1%	-2%	i	0.7
CCOc1ccc(C2CC(=O)NC(SC)=C2C#N)cc1 (centres undefined)	21%	0%	0.5%	-0.2%	-4%	18%	0.3%	3%	i	2.3
COc1cc(NC(=O)CCC(=O)Nc2ccc3nc(N4CCOCC4)cc(C)c3c2)cc(OC)c1OC	-28%	-52%	0.3%	-2.2%	-10%	-7%	-0.1%	0%	i	0.9
COc1ccc(C2CC(=O)c3cnc(NC(=O)c4cc(OC)cc(OC)c4)nc3C2)cc1 (centres undefined)	-10%	-39%	-0.2%	9.5%	10%	-10%	-0.1%	1%	i	0.8
O=C(NNC(=O)C1CCN(Cc2ccccc2)CC1)c1cccc(Cl)c1	28%	-9%	-0.4%	0.5%	0%	-5%	-0.2%	5%	i	0.4
CCOC(=O)c1c(NC(=O)C2C3C=CC(CC3)C2C(=O)O)sc(C)c1C (centres undefined)	-6%	8%	-0.2%	2.9%	5%	14%	-0.3%	-2%	i	1.0
CCOC(=O)N1CCN(Cc2nc3c(c(=O)[nH]c(=O)n3C)n2CCCc2ccccc2)CC1	-2%	10%	-0.8%	-2.1%	-10%	10%	0.2%	-16%	i	7.3
Cc1c(C(=O)Nc2cccnc2Cl)oc2ccccc12	-3%	-77%	-1.0%	-3.1%	-1%	-77%	0.6%	-7%	i	1.4
COc1ccc(C2=NO[C@@](CC(=O)O)(C(=O)Nc3ccc4c(c3)OCCO4)C2)cc1	-22%	-10%	-0.9%	5.2%	18%	-31%	0.3%	-1%	i	0.4
Cc1c2ccccc2nc2c(F)c(NC(C)C)c(F)c(F)c12	20%	-24%	36%	-2.8%	18%	2%	-0.6%	10%	+	3.0*
CNc1cc(N2CCN(S(=O)(=O)N(C)C)CC2)ccc1[N+](=O)[O-]	-12%	-34%	0.7%	1.9%	12%	-1%	-0.1%	2%	.	.
CC(C(=O)Nc1sc2c(c1C(=O)NCc1ccco1)CCCC2)N1C(=O)c2ccccc2C1=O (centres undefined)	0%	-26%	0.3%	-0.3%	1%	23%	0.3%	2%	i	0.0
COc1ccc(-c2cc(C(=O)N(C)Cc3ccc(OC)c(OC)c3OC)c3ccccc3n2)cc1OC	2%	44%	3.5%	3.9%	5%	35%	-0.1%	-2%	i	0.3
O=C(O)CCCNC(=O)/C=C/c1ccco1	-28%	-27%	31%	-1.4%	-11%	4%	0.0%	10%	i	0.9

Seven entries drawn at random from the list so far:
SMILES	KOR beta-arrestin-1	NOD1 NF-kB reporter	HIV peptide binding	KOR beta-arrestin-2	GPR35 antagonists	HEK293 NOD2/NF-kB	GPR55 activation	GPR55 antagonists	Myeloid diff MLP	Myeloid diff MLP GFP+ MAC1+ %
COc1cc(NC(=O)CCC(=O)Nc2ccc3nc(N4CCOCC4)cc(C)c3c2)cc(OC)c1OC	-28%	-52%	0.3%	-2.2%	-10%	-7%	-0.1%	0%	i	0.9
COc1ccc(C2=NO[C@@](CC(=O)O)(C(=O)Nc3ccc4c(c3)OCCO4)C2)cc1	-22%	-10%	-0.9%	5.2%	18%	-31%	0.3%	-1%	i	0.4
Cc1ccc(NC(=O)CCC(=O)NNC(=O)NC23CC4CC(CC(C4)C2)C3)cc1C	5%	-31%	0.6%	1.3%	3%	1%	-0.1%	7%	i	0.7
CCOc1cc(CNCc2ccccn2)ccc1OCC(=O)NC(C)(C)C	19%	-23%	0.6%	0.9%	16%	22%	-0.1%	-2%	i	0.7
COc1ccc(-c2cc(C(=O)N(C)Cc3ccc(OC)c(OC)c3OC)c3ccccc3n2)cc1OC	2%	44%	3.5%	3.9%	5%	35%	-0.1%	-2%	i	0.3
CCOC(=O)N1CCN(Cc2nc3c(c(=O)[nH]c(=O)n3C)n2CCCc2ccccc2)CC1	-2%	10%	-0.8%	-2.1%	-10%	10%	0.2%	-16%	i	7.3
CCOc1ccc(C2CC(=O)NC(SC)=C2C#N)cc1 (centres undefined)	21%	0%	0.5%	-0.2%	-4%	18%	0.3%	3%	i	2.3

Carrying on:
SMILES	KOR beta-arrestin-1	NOD1 NF-kB reporter	HIV peptide binding	KOR beta-arrestin-2	GPR35 antagonists	HEK293 NOD2/NF-kB	GPR55 activation	GPR55 antagonists	Myeloid diff MLP	Myeloid diff MLP GFP+ MAC1+ %
O=C1CC(SC(=NCc2ccc3c(c2)OCO3)Nc2ccccc2)C(=O)N1 (centres undefined)	6%	-11%	-1.9%	-0.8%	-3%	-13%	-0.2%	-1%	i	1.2
Cn1c(N)c(C(=O)CCl)c(=O)n(C)c1=O	-3%	50%	0.2%	11%	-9%	10%	0.0%	0%	i	2.4
N#C/C(=C\c1cn(-c2ccccc2)nc1-c1cccnc1)c1nnc2n1CCCCC2	-45%	-13%	2.4%	5.0%	5%	11%	-0.1%	41%	i	2.0
COc1ccc(Cl)cc1S(=O)(=O)NC(C)C(=O)NCc1cccnc1 (centres undefined)	-36%	-4%	1.0%	-1.2%	7%	-1%	-0.1%	-15%	i	0.4
Cc1nc2ccccc2cc1C(=O)NCc1ccco1	-33%	-23%	2.5%	4.1%	10%	0%	0.3%	3%	i	0.9
Cc1ccc(S(=O)(=O)N2CCCCC2)cc1NC(=O)Nc1ccc(Cl)cc1Cl	4%[20 µM]	3%	-0.5%	-1.8%	11%	-17%	0.5%	0%	i	0.0
CCCN(CCC)CCCNC(=O)CN1C(=O)CSc2ccc(S(=O)(=O)N3CCOCC3)cc21	22%	-23%	2.2%	-2.8%	8%	2%	0.2%	2%	i	0.1

These rows are one share of the data; the hit share may differ from the screen's.
